# RORgamma inh: qHTS for inhibitors of ROR gamma transcriptional activity | Drosophila S2 Gal4-RORgamma UAS-luciferase reporter, 20 h | 310,000 compounds, 5.4% hits | Potency, µM (doses to about 53.6 µM), for the others: top-dose activity change, negative = inhibition, actives largely listed as inhibitors | Nuclear receptor ROR-gamma (Mus musculus), P51450; further: potency means the concentration at half of the fitted maximal effect; on the % scale 0 is the no-effect control and ±100 the full control effect; nearly all actives have a fitted effect of over 60% in size
# Target sequence (P51450 whole entry, looked up, the tested form may be a part): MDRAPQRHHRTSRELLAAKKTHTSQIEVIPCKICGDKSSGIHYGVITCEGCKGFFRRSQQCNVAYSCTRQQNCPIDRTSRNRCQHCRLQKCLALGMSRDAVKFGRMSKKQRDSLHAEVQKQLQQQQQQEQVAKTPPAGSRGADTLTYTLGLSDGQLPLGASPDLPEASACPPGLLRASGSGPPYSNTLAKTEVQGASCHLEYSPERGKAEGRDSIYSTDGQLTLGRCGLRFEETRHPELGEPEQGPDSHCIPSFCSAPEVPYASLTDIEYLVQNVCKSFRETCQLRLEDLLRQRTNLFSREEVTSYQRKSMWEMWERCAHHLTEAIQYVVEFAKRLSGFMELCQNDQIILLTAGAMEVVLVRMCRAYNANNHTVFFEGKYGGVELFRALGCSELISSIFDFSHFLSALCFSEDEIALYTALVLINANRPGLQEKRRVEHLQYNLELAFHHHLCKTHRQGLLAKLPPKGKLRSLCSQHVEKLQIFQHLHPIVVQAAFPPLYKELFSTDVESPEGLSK
#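 Stable Schneider cell line, Gal4 DNA-binding domain fused to ROR gamma, UAS-luciferase. Cmpd 1 hr RT → CuSO4 700 uM final → 20 hr RT → luciferase reagent 10 min → luminescence.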
# BRCA1 expr act: qHTS Assay to Identify Small Molecule Activators of BRCA1 Expression; AID 624202, 2012; MCF7-BRCA1-FFLuc reporter, luminescence, 48 h; response scale: scaled: vehicle 0%, 10 µM genistein 100%; Potency, µM (titrated, usually from 46.1 µM), inactives show top-dose activation, actives largely listed as activators; 380,000 compounds, 1.1% hits; further: potency means the concentration at half of the fitted maximal effect; nearly all actives have a fitted effect of over 80% in size; some results filed as inactive show a strong effect at the top dose
#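 Reporter cells (MCF7, BRCA1 promoter-firefly luciferase) received library compounds across a concentration series for 48 h. End-point luminescence was measured and concentration-effect curves derived after normalization.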
# Rab9 promoter act: qHTS Assay for Rab9 Promoter Activators; AID 485297, 2010; Potency, µM (highest dose often 9.22 µM), inactives show top-dose activation, negative = inhibition, most hits filed as activators; Huh7 Rab9 promoter-luciferase reporter, luminescence, 24 h; 320,000 compounds, 2.8% hits; further: potency means the concentration at half of the fitted maximal effect; % of control where 0% means no effect; nearly all actives have a fitted effect of over 60% in size
#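 Huh7 cells stably carrying Rab9 promoter–luciferase reporter, plated 1500 cells/well, compound added after 2 h and incubated 24 h at 37 °C; luciferase luminescence then read after 10 min with detection reagent.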
# NPC1 prom act: qHTS Assay for NPC1 Promoter Activators | Huh7 NPC1 promoter luciferase reporter, 24 h | Potency, µM (highest dose often 9.22 µM), for inactives: top-dose activation, actives largely listed as activators | 320,000 compounds, 2.4% hits;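 further: potency means the concentration at half of the fitted maximal effect; % of control where 0% means no effect; nearly all actives have a fitted effect of over 60% in size; reporter is driven by a mutant NPC1 promoter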
#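 Stable NPC1-promoter luciferase Huh7 line; cpd (DMSO) 24 h, 37 °C, 5% CO2; Amplite luciferase reagent 10 min RT; luminescence readout. qHTS format.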
# Menin MLL FP TR: qHTS Assay for Inhibitors Targeting the Menin-MLL Interaction in MLL Related Leukemias: Competition With Texas Red Labeled MLL-derived Mutant Peptide. O00255. Menin + Texas Red MLL mutant peptide, fluorescence polarization. Potency, µM (top dose mostly 61.6 µM), without a hit: at the top dose FP activity change, negative = inhibition, most hits filed as inhibitors. 270,000 compounds, 0.23% hits; active means well fitted inhibition curve with a large enough effect in the polarisation, with a control signal flat, not every such curve was filed as active; inconclusive means small, poorly fitted or top-dose-only effect, or effect the other way, or a change in a side signal; inactive means no such curve, though single readings can be large or run the other way; the % refers to the polarisation; further: potency means the concentration at half of the fitted maximal effect; % of control where 0% means no effect; many of its hits are not listed in these tables
# Target sequence (O00255 whole entry, looked up): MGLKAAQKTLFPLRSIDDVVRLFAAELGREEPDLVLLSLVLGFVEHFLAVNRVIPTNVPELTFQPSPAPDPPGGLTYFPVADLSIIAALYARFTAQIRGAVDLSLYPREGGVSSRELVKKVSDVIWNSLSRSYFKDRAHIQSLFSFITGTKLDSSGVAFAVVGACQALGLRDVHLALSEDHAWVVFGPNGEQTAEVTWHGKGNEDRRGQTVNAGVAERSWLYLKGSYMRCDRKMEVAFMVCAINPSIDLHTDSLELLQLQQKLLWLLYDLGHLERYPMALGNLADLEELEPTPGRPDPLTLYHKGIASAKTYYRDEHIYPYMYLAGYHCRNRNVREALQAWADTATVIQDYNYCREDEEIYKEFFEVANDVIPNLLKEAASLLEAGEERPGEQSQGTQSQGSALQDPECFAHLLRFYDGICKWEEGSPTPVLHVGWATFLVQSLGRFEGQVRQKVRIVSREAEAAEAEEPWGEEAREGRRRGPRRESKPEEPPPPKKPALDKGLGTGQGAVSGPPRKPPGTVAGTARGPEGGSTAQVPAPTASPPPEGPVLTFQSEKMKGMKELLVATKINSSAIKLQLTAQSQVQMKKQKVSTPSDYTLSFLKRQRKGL
# FLuc modulator: qHTS profiling assay for firefly luciferase inhibitor/activator using purifed enzyme and Km concentrations of substrates (counterscreen for miR-21 project) | Luciferin 4-monooxygenase (Photinus pyralis), P08659 | Potency, µM (top dose mostly 57.5 µM), without a hit: top-dose activity change, negative = inhibition, most hits filed as inhibitors | purified FLuc, Km substrates, luminescence inhibition | 360,000 compounds, 6.9% hits;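 further: potency means the concentration at half of the fitted maximal effect; plate controls were vehicle for no effect and reference inhibitor for full effect; nearly all actives have a fitted effect of over 55% in size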
#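 Purified P. pyralis luciferase (10nM final) with 10uM D-luciferin and 10uM ATP (Km levels) in 50mM Tris acetate pH 7.5, 10mM Mg acetate, 0.01% Tween-20, 0.05% BSA; qHTS 6-point titration, ~60 µM downward; luminescence read.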
# PKM2 act: qHTS Assay for Activators of Human Muscle isoform 2 Pyruvate Kinase; Potency, µM (top dose mostly 57.5 µM), without a hit: at the top dose activation, hits mostly activators; 260,000 compounds, 0.34% hits; purified PKM2, Kinase-Glo ATP luminescence, activation; response scale: 0% is enzyme alone, no compound; further: potency means the concentration at half of the fitted maximal effect; on the % scale 0 is the no-effect control and ±100 the full control effect; nearly all actives have a fitted effect of over 55% in size
#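 ATP formation by purified human PK-M2, quantified via coupled luciferase luminescence after 1 h at room temperature with 0.1 mM ADP and 0.5 mM PEP final.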
# p53 reactivation: qHTS assay for re-activators of p53 using a Luc reporter; H1299 p53-A138V BP100-luciferase reporter, luminescence, 24 h; Potency, µM (titrated, usually from 92.2 µM), without a hit: top-dose activity change, positive = activation, usual class: activators; 320,000 compounds, 0.063% hits; AID 504706, 2011; further: potency means the concentration at half of the fitted maximal effect; % of control where 0% means no effect; nearly all actives have a fitted effect of over 45% in size
#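 p53-null H1299 cells stably carrying temperature-sensitive p53-A138V and a BP100-luciferase reporter were pinned with compounds (4-point, 1:5 series) and held 24 hrs at 37 deg C. Luminescence was read 10 min after detection reagent.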
# Giardia kill: Small Molecules that selectively kill Giardia lamblia: qHTS; Giardia lamblia trophozoite viability; activity change, % at 7.66 µM, hits read low; 340,000 compounds, 0.15% hits; AID 540267, 2011; in the data active means activity change below about -80%; inconclusive means between about -30% and that limit;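 further: parasites exposed to compound for two days anaerobically before the ATP read; on the % scale 0 is the no-effect control and ±100 the full control effect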
#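 Media and compound were dispensed first, then trophozoites at 100 cells/well; plates sat 48 hrs at 37 deg C without oxygen before ATP luminescence reagent was added and read after 15-30 min at room temperature.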
# ELG1 genotox: qHTS screen for small molecules that induce genotoxicity in human embryonic kidney (HEK293T) cells expressing luciferase-tagged ELG1; HEK293T ELG1-luciferase reporter, luminescence, 16 h; Potency, µM (doses to about 46 µM), without a hit: top-dose activity change, positive = activation, hits mostly activators; 330,000 compounds, 1.3% hits; AID 504466, 2011; further: potency means the concentration at half of the fitted maximal effect; % of control where 0% means no effect; nearly all actives have a fitted effect of over 60% in size
#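 Step 1: seed 2,000 HEK293T ELG1-luciferase cells per well. Step 2: add compound or DMSO, incubate 16 hr at 37 °C. Step 3: ONE-Glo, 30 min at room temperature, read luminescence.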
# Gal4-VP16 FLuc: VP16 counterscreen qHTS for inhibitors of ROR gamma transcriptional activity | AID 2546, 2010 | Drosophila S2 Gal4-VP16 UAS-luciferase, luminescence, 20 h | Potency, µM (highest dose often 53.6 µM), without a hit: at the top dose activity, negative = inhibition, usual class: inhibitors | 310,000 compounds, 3.5% hits;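 further: Gal4-VP16 expression switched on by copper sulfate through the metallothionein promoter; potency means the concentration at half of the fitted maximal effect; on the % scale 0 is the no-effect control and ±100 the full control effect; nearly all actives have a fitted effect of over 50% in size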
# The depositor's hits bear a star; ? = inconclusive; . = no result given; & = joins results of further samples; [ ] = dose if it differs, or a comment. Unless noted, the call rests on the fitted dose curve; in most records, active means well fitted curve in the direction sought with a large enough effect; inconclusive means small, poorly fitted or top-dose-only effect, or another doubt; inactive means no such curve, though single readings can be large; an effect the other way counts as inactive or inconclusive. The list is partial. The share of hits here may be higher or lower than overall.
# Each structure is followed by: p53 reactivation	Giardia kill	BRCA1 expr act	NPC1 prom act	FLuc modulator	Menin MLL FP TR	ELG1 genotox	Rab9 promoter act	PKM2 act	Gal4-VP16 FLuc	RORgamma inh
- CC1(C)CC(=O)C=C(NC2CCCC(O)C2)C1 (configuration not stated)
    11%	5	-5%	8%	-2%	.	1%	7%	.	.	.
- Cc1ccc(-c2nn(-c3cccc(F)c3)cc2CN(Cc2nccn2C)C(C)C)o1
    3%	7	-6%	-5%	?	?	-7%	-1%	?	?	5.6µM*
- CCN(CC)C(=O)CC(c1cc(OC)c(OC)c(OC)c1)c1c(O)cc(OC)cc1OC (configuration not stated)
    3%	-24&-13	11%	-8%	1%	0%	6%	0%	2%	5%&-6%	-3%&14%
- COc1cc(C(=O)N/N=C/c2coc3ccccc3c2=O)cc(OC)c1OC
    2%	-30	0%	0%	-17%	10%	1%	-1%	.	4%	15%
- O=C(COC(=O)C1CC1)Nc1nc(-c2ccc(F)c(F)c2)cs1
    21%	4	40%	10%	-14%	.	?	21%	.	.	.
- Cc1cnc(NC(=O)Nc2ccccc2)c(C)n1
    2%	11	23%	-6%	6%	-23%	6%	-2%	.	6%	27%
- COc1cccc(C=O)c1OCCCOc1cccc2cccnc12
    -22%	4	85%	?	?	-6%	18µM*	4.5µM*	0%	-1%	9%
- NC(=O)COc1ccc(C23CC4CC(CC(C4)C2)C3)cc1
    6%	4	?	27%	12µM*	?	14%	?	-2%	-3%	-13%
- CC(C)P(=O)(Cc1cccc(C#N)c1)C(C)C
    -1%	18	-3%	-2%	4%	1%	-2%	0%	-3%	0%	-5%
- Cc1ccc(S(=O)(=O)NCCC(=O)NC2CCC(C)CC2)cc1 (configuration not stated)
    3%	-13	-25%	-3%	-2%	.	3%	0%	.	.	.
- O=C(CSc1nc2c(sc3ccccc32)c(=O)n1CCCN1CCCC1)NCc1ccco1
    11%	-2	-15%	-4%	2%	?	-23%	-5%	7%	13%	8%
- CC(C)N1CN=C(Nc2nc3ccccc3o2)NC1
    27%	1	?	17%	?	2%	-9%	?	-2%	10%	14%
- CC(Cc1ccccc1)NC(=S)CN1CCCC1=S (configuration not stated)
    0%	-6	-1%	-4%	-1%	.	-4%	-2%	1%	?	8.9µM*
- C=CCC1CCCCC12NC(=O)NC2=O (configuration not stated)
    7%	5	-15%	6%	1%	-14%	3%	1%	-13%	-10%	-2%
- Cc1cccc(NNC(N)=S)c1
    -1%	-2	-6%	-5%	0%	12%	0%	1%	6%	10µM*	?
- Nc1nc(SCC(=O)Nc2ccccc2)nc2nc3c(cc12)CCCC3
    23%	4	20%	10%	?	-6%	3%	22%	-1%	-13%	?
- CN(C)S(=O)(=O)N(CC(=O)NCc1ccccc1)c1ccccc1
    -4%	-5	0%	-2%	1%	14%	-2%	8%	-3%	-7%	-20%
- COc1cc(-c2nnc3sc(-c4ccco4)nn23)cc(OC)c1OC
    -8%	7	-20%	11%	2%	3%	5%	-5%	0%	0%	?
- COc1ccc(N2C(=O)C3CCCCC3C2=O)cc1NC(=O)c1ccccc1 (configuration not stated)
    -1%	17	-15%	-3%	-15%	?	-2%	0%	-7%	8%	0%
- O=C(Nn1c(-c2ccc(F)cc2)nc2ccccc2c1=O)C1CCCCC1
    -8%	17	4%	0%	4%	11%	-1%	-1%	-11%	1%	19%
- Cc1ccc(N=Nc2c(N)n[nH]c2N)cc1
    25%	-3	10µM*	?	15µM*	22%	?	18%	.	26%	1%
- O=C(CNc1ccc2c(c1)OCO2)N/N=C\c1ccccc1Cl
    0%	-2	-9%	0%	?	8%	0%	-5%	-6%	-21%	-4%
- Cc1ccc(C(=O)Nc2ccc(S(=O)(=O)N3CCOCC3)cc2)cc1C
    -4%	-9	6%	-8%	0%	54%[activator]	0%	0%	0%	0%	11%
- COC(=O)CCC/C=C1/SCC(NC(=O)c2ccccc2)C1NC(C)=O (configuration not stated)
    -3%	-27	7%	-1%	-12%	7%	-3%	-2%	2%	-8%	10%
- Cc1ccc(S(=O)(=O)N2CCOCC2)cc1NC(=O)C(c1ccc(Cl)cc1)C(C)C (configuration not stated)
    0%	41[activator]	-34%	0%	0%	.	-3%	-3%	.	.	.
- c1ccc2c(c1)nc(NC1CCCCC1)c1nncn12
    -10%	3	-17%	-5%	10%	-18%	8%	2%	-1%	-18%	-24%
- Cc1cc(C)c(C)c(S(=O)(=O)NCc2ccc(C(=O)N3CCOCC3)cc2)c1C
    -30%	11	-9%	-1%	0%	.	7%	.	0%	-11%	?
- CCOc1ccc2nc(N(CCN(CC)CC)C(=O)c3ccc([N+](=O)[O-])cc3)sc2c1
    11%	-1	-33%	-1%	-5%	-16%	0%	8%	-16%	0%	0%
- Cc1cccc(C(=O)NNC(=O)c2ccc(-c3ccccc3)cc2)c1
    -4%	6	-5%	-4%	4%	-25%	2%	-4%	3%	0%	-3%
- COCC(COCCCNC(=O)Nc1ccc(Br)cc1)OC (configuration not stated)
    3%	7	14%	0%	6%	-2%	-3%	1%	8%	?	-3%
- COc1ccc(OC)c(N2C(=NC(=O)C3CCCCC3)SC3CS(=O)(=O)CC32)c1 (configuration not stated)
    0%	4	-3%	-1%	1%	0%	0%[9.26 µM]	-2%	.	-2%	5%
- CN(Cc1cnn(-c2ccccc2)c1)C(=O)C1CCC(=O)N(C2CC2)C1 (configuration not stated)
    9%	-5	-6%	1%	0%	0%	-1%	-3%	-3%	12%	-37%
- C=CCn1c(SCC(=O)c2ccc(O)c(O)c2)nnc1-c1cccc(Cl)c1
    -10%	7	-7%	-21%	6%	.	-1%	-1%	.	.	.
- CCC(=O)NC(c1ccco1)c1cc(Cl)c2cccnc2c1O (configuration not stated)
    5%	0	-88%	-35%[inhibitor]	?	?	19%	-42%[inhibitor]	1%	2.8µM*	1.4µM*
- CCOC(=O)C1CN(S(=O)(=O)c2ccc(F)cc2)C1
    -1%	-4	6%	-5%	-1%	-11%	2%	-4%	1%	-2%	2%
- C=CCc1ccc(OCC(O)CN2CCCCC2)c(OC)c1 (configuration not stated)
    -1%	25	17%	8%	5%	6%	1%	-10%	-5%	1%	1%
- CCn1cnc2cc(NCc3ccc(C)cc3)ccc21
    ?	21	3.5µM*	2.8µM*	15µM*	3%	8.2µM*	4µM*	-12%	?	?
- CCCCc1nc2sc3c(c2c(=O)[nH]1)CCC3
    9%	-10	10%	1%	-11%	4%	8%	7%	-4%	-9%	24%
- COc1ccc(/C=N/NC(=O)c2nn(C)cc2Br)cc1CSCc1ccco1
    -27%	-8	12%	9%	?	.	-12%	12%[1.84 µM]	5%	-13%	2%
- COC(=O)COc1ccc2c(c1)O/C(=C\c1cccc([N+](=O)[O-])c1)C2=O
    2%	0	6%	-3%	-8%	6%	2%	7%	.	-6%	4%
- O=C(Nc1ccc(Sc2ccc(Br)cc2)cc1)c1ccco1
    10%	-14	84%	16%	?	?	-1%	0%	4%	2.8µM*	?
- O=C(NCc1ccc(-c2nc3ccccc3s2)cc1)c1ccco1
    ?	4	93%	?	6µM*	-15%	14%	?	-16%	-16%	4%
- Cc1ccc(C)c(OCCC(=O)OCC(=O)NCCc2ccc(S(N)(=O)=O)cc2)c1
    -5%	-3	-18%	-1%	4%	.	2%	-8%	.	.	.
- CCOc1ccc2[nH]c(=O)c(CN(CC3COCCO3)C(=O)c3ccc(C)cc3)cc2c1 (configuration not stated)
    1%	5	-25%	-7%	0%	-24%	0%	-10%	4%	0%	13%
- Clc1ccc(-c2nnc(-c3ccco3)o2)cc1
    ?	13	5.6µM*	3.5µM*	12µM*	-23%	?	2.8µM*	-7%	23%	?
- Cc1cccc(NC(=O)CS(=O)(=O)c2c[nH]c3ccccc23)c1C
    0%	-12	1%	-1%	-3%	9%	-5%	5%	25µM*	-87%	-116%
- CSC1=C(C#N)C2(CCCC2)C(C#N)=C(N)N1
    -7%	.	.	1%	-3%	16%	-2%	-3%	3%	12%	-19%

# High-throughput results deposited in PubChem BioAssay by National Center for Advancing Translational Sciences (NCATS).
